USP1 inh: Inhibitors of USP1/UAF1: Primary Screen. recombinant USP1/UAF1, Ub-Rhodamine cleavage fluorescence. Ubiquitin carboxyl-terminal hydrolase 1 (Homo sapiens), O94782. Potency, µM (doses to about 57.1 µM), for the others: at the top dose activity change, negative = inhibition, actives largely listed as inhibitors. AID 743255, 2014. 390,000 tested, 0.23% active; also: potency is read from the fitted curve at half-maximal effect; % is scaled to controls: 0 for no effect and ±100 for the full control effect; nearly all actives have a fitted effect of over 60% in size; inactives centre near -12
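High-throughput fluorogenic screen: 1nM USP1/UAF1 complex, Ub-Rho substrate 150nM final, 50mM HEPES pH 7.8 with 0.5mM EDTA, 0.1 mg/ml BSA, 1mM TCEP and 0.01% Tween-20.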
HP1b binding inh: HTS for Inhibitors of HP1-beta Chromodomain Interactions with Methylated Histone Tails. Chromobox protein homolog 1 (Homo sapiens), P83916. AlphaScreen HP1-beta / biotin-H3K9me3 peptide binding. Potency, µM (highest dose often 114 µM), inactives show at the top dose activity change, negative = inhibition, most hits filed as inhibitors. 390,000 tested, 0.56% active. AID 540317, 2011; also: potency is read from the fitted curve at half-maximal effect; nearly all actives have a fitted effect of over 70% in size; inactives centre near 23
Target sequence (P83916 whole entry, looked up): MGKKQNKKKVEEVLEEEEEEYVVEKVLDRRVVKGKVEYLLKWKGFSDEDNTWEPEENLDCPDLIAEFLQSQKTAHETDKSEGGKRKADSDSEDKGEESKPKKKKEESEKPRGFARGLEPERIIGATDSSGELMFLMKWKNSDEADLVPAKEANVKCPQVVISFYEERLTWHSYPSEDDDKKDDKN
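AlphaScreen: HP1-beta (50 nM) preformed 30 min with biotin-H3(1-18)K9me3 peptide (50 nM) in PBS pH 7.4, 0.01% Tween-20. Compound added for 30 min at RT, then streptavidin donor/nickel chelate acceptor beads (10 ug/mL) for 30 min.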
GLS inhibitor: qHTS for Inhibitors of Glutaminase (GLS); Glutaminase kidney isoform, mitochondrial (Homo sapiens), O94925; GLS enzymatic activity, qHTS titration; Potency, µM (top dose mostly 45.5 µM), without a hit: at the highest dose activity change, negative = inhibition, most hits filed as inhibitors; 410,000 tested, 0.21% active; AID 624170, 2012; also: potency is read from the fitted curve at half-maximal effect; % is scaled to controls: 0 for no effect and ±100 for the full control effect
Target sequence (O94925 whole entry, looked up, canonical isoform): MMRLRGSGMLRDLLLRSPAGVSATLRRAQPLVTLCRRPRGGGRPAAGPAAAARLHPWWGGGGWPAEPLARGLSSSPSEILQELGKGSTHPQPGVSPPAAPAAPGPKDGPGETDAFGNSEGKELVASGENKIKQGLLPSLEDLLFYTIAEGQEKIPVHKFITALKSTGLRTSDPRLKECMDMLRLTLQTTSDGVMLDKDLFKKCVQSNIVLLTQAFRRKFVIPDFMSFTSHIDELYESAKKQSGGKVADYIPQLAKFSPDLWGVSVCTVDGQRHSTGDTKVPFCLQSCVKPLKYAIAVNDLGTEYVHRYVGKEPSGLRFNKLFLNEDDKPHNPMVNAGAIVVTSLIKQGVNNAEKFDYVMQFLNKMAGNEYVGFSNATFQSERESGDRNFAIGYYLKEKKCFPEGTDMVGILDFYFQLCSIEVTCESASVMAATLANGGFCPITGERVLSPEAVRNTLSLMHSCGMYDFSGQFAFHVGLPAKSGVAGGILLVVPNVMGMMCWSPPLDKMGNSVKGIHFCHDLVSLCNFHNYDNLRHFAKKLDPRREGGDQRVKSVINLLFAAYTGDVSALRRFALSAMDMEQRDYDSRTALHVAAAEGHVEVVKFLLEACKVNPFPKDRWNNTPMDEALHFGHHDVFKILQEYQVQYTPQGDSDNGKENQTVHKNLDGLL
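Assay buffer: 45 mM KH2PO4 pH 8.2, 0.02% Tween-20. hKGA acts on L-glutamine (1 mM solution added); product glutamate is reported by an oxidase/peroxidase Amplex Red coupling, with fluorescence taken at baseline and 30 min.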
rTrxR1 inhibitor: qHTS Assay for Inhibitors of Mammalian Selenoprotein Thioredoxin Reductase 1 (TrxR1): qHTS; 390,000 tested, 1% active; Thioredoxin reductase 1, cytoplasmic (Rattus norvegicus), O89049; Potency, µM (series often up to 114 µM), for inactives: at the top dose activity change, negative = inhibition, hits mostly inhibitors; recombinant rTrxR1, NADPH fluorescence consumption, selenite substrate; also: potency is read from the fitted curve at half-maximal effect; % is scaled to controls: 0 for no effect and ±100 for the full control effect; nearly all actives have a fitted effect of over 65% in size
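Rat TrxR1 (90 nM in the dispensed reagent) was pre-reduced with 400 uM NADPH for 5 min at room temperature, then incubated with compound for 15 min. After 400 uM selenite was added, NADPH fluorescence (Ex 340/Em 450 nm) was followed for 8 min.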
mIDH1 inhibitor: qHTS for Inhibitors of mutant isocitrate dehydrogenase 1 (IDH1): qHTS; Isocitrate dehydrogenase [NADP] cytoplasmic (Homo sapiens), O75874; IDH1-R132H enzyme, NADPH consumption, diaphorase/resazurin fluorescence; Potency, µM (doses to about 76.6 µM), for the others: at the highest dose activity change, negative = inhibition, hits mostly inhibitors; 390,000 tested, 0.093% active; also: potency is read from the fitted curve at half-maximal effect; % is scaled to controls: 0 for no effect and ±100 for the full control effect; nearly all actives have a fitted effect of over 65% in size
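IDH1-R132H (0.5 ug/mL) preincubated 30 min with compound, then NADPH (0.016 mM) and alpha-KG (2 mM) added; 80 min at RT, pH 7.5. Remaining NADPH coupled via diaphorase/resazurin to fluorescence (540/590 nm); concentration-response curves normalized to no-enzyme control.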
Pin1 inh: qHTS Assay to Find Inhibitors of Pin1; Peptidyl-prolyl cis-trans isomerase NIMA-interacting 1 (Homo sapiens), Q13526; Pin1 FP peptide displacement, HiFluor488, 10 min; Potency, µM (highest dose often 115 µM), for inactives: top-dose activity, negative = inhibition, usual class: inhibitors; 390,000 tested, 0.009% active; active = well fitted inhibition curve with a large enough effect in the polarisation, with a control signal flat, not every such curve was filed as active; inconclusive = small, poorly fitted or top-dose-only effect, or effect the other way, or a change in a side signal; inactive = no such curve, though single readings can be large or run the other way; the % refers to the polarisation; also: potency is read from the fitted curve at half-maximal effect; % is scaled to controls: 0 for no effect and ±100 for the full control effect
Target sequence (Q13526 whole entry, looked up): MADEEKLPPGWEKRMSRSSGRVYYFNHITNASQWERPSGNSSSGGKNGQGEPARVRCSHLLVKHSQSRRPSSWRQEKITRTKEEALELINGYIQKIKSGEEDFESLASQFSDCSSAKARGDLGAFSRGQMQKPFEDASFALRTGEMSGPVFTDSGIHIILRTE
Tb PGK inh: qHTS Assay to Find Inhibitors of Phosphoglycerate Kinase | PGK/GAPDH coupled, Kinase-Glo luminescence, 60 min | AID 602233, 2012 | 380,000 tested, 0.043% active | Potency, µM (top dose mostly 57.5 µM), without a hit: top-dose activity change, negative = inhibition, actives largely listed as inhibitors; also: potency is read from the fitted curve at half-maximal effect; % is scaled to controls: 0 for no effect and ±100 for the full control effect; nearly all actives have a fitted effect of over 60% in size
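Luminescent ATP detection (Kinase-Glo Plus) follows a 60-minute room-temperature incubation, with wells lacking PGK as controls. Buffer: 100 mM TEA (pH 7.6), 5 mM MgCl2, 0.01% Tween-20. Coupling enzyme GAPDH (100 nM final) supplies unstable 1,3-BPG in-well.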
PI4K2A inh: qHTS for small molecular inhibitors of PI4K2A. activity change, negative = inhibition, % at 76.9 µM. purified PI4K2A, ADP-Glo luminescence, 1 h; hits give low values. 420,000 tested, 0.13% active. Phosphatidylinositol 4-kinase type 2-alpha (Homo sapiens), Q9BTU6. AID 1346378, 2018; in the data active = activity change below about -50%; inconclusive = mostly about -30% to -49%;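 also: -100% = wells without enzyme as full effect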
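ADP-Glo luminescence measured ADP generated by PI4K2A enzyme (4 ug/mL before mixing) with 1.2 mM PI substrate (pre-mix) and 300 microM ATP (pre-mix). Tris pH7.5 buffer with MgCl2, Triton X-100; 1 h reaction at ambient temperature.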
TrxR1 substrate: qHTS Assay for Substrates of Mammalian Selenoprotein Thioredoxin Reductase 1 (TrxR1): qHTS. Potency, µM (doses to about 114 µM), without a hit: at the highest dose activity change, negative = substrate turnover. purified TrxR1 substrate turnover, NADPH consumption readout. Thioredoxin reductase 1, cytoplasmic (Rattus norvegicus), O89049. AID 588456, 2011. 390,000 tested, 0.01% active; also: potency is read from the fitted curve at half-maximal effect; % is scaled to controls: 0 for no effect and ±100 for the full control effect; nearly all actives have a fitted effect of over 50% in size
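Rat TrxR1, dispensed at 90 nM, was prereduced with 400 uM NADPH (final) for 5 min at ~22 deg C, then incubated with compound 15 min before 400 uM selenite. A first-read NADPH fluorescence drop versus no-compound background flagged substrates.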
Numbers without * were called inactive; i = inactive; ? = inconclusive; nt = no result given; & = joins results of further samples; ! = a repeat was not active; [ ] = another dose, or the depositor's remark. Unless noted, calls follow the shape of the dose curve; as a rule, active = well fitted curve in the direction sought with a large enough effect; inconclusive = small, poorly fitted or top-dose-only effect, or another doubt; inactive = no such curve, though single readings can be large; an effect the other way counts as inactive or inconclusive. Some of the compounds tested (hit frequency here may not be typical).

(1) COCC(=O)N(C)[C@H]1C[C@H]2c3cc(Oc4ccccc4C)ccc3CCN2C(=O)[C@H]1[C@H](C)O
(2) C[C@@H](C(=O)NCc1c(F)cccc1Cl)N1C(=O)N2CCc3c([nH]c4ccccc34)[C@@]2(C)C1=O
(3) NC(=O)c1ccc(-n2nnnc2Oc2ccccc2)cc1
(4) CC(=O)c1ccc(NC(=O)CSc2nc(N)c3cc4c(nc3n2)CCCC4)cc1
(5) Cc1cc(C)c(NC(=O)C2CCN(c3cnccn3)CC2)c(C)c1
(6) COc1cc2nc(CSc3ncn[nH]3)[nH]c(=O)c2cc1OC
entry no. | 1 | 2 | 3 | 4 | 5 | 6
USP1 inh | -22% | -19% | -9% | 1% | -7% | -21%
HP1b binding inh | 46%[activator] | 1% | -21% | 6% | 47%[activator] | 21%
GLS inhibitor | 2% | -2% | 19% | 5% | -3% | -4%
rTrxR1 inhibitor | 12% | 10% | 8% | 8% | 7% | -1%[57.1 µM]
mIDH1 inhibitor | -8% | -8% | 1% | -2% | 7% | -14%
Pin1 inh | 0% | -11% | -9% | 31%[activator] | -4% | -1%
Tb PGK inh | 1% | 1% | nt | -3% | 4% | 6%
PI4K2A inh | 2 | -4 | 0 | -1 | 2 | 1
TrxR1 substrate | -3% | 2% | 7%[57.1 µM] | 5% | 7% | -1%[57.1 µM]

Complete entries, quoted from the list. Values in the order: USP1 inh | HP1b binding inh | GLS inhibitor | rTrxR1 inhibitor | mIDH1 inhibitor | Pin1 inh | Tb PGK inh | PI4K2A inh | TrxR1 substrate
CC(=O)c1ccc(NC(=O)CSc2nc(N)c3cc4c(nc3n2)CCCC4)cc1 across the screens: 1% | 6% | 5% | 8% | -2% | 31%[activator] | -3% | -1 | 5%
NC(=O)c1ccc(-n2nnnc2Oc2ccccc2)cc1 across the screens: -9% | -21% | 19% | 8% | 1% | -9% | nt | 0 | 7%[57.1 µM]

Next part
(7) CN1CCC(N(C)C(=O)COc2ccccc2-c2ccccc2)CC1
(8) COc1cc([N+](=O)[O-])ccc1NC(=O)N1CCCCCC1
(9) CCc1ccc(CNC(=O)Cn2nc(-c3ccc(Cl)cc3)ccc2=O)cc1
(10) CC(=O)C[C@@H](O)CC(=O)[C@@H]1OC(=O)CCCCCCc2ccccc21
(11) COc1ccc(C(=O)NCCNC(=O)c2ccc(C)nc2)cc1
(12) O=C1[C@@H]2Cc3c([nH]c4ccccc34)C(c3ccccc3)N2C(=O)CN1C1CCN(Cc2ccccc2)CC1 (some centres undefined)
entry no. | 7 | 8 | 9 | 10 | 11 | 12
USP1 inh | -19% | -15% | -13% | ? | 2% | -26%
HP1b binding inh | 35% | 26% | 34% | 51%[activator] | 1% | -5%
GLS inhibitor | 0% | -4% | -15% | 5% | -2% | -10%
rTrxR1 inhibitor | -7% | 2% | 18%[57.1 µM] | 11% | 5% | 23%
mIDH1 inhibitor | 0% | -10% | 7% | -1% | -7% | 14%
Pin1 inh | -2% | -8% | 4% | -4% | 0% | 30%
Tb PGK inh | -5% | -7% | -2% | -7% | 2% | -1%
PI4K2A inh | 5 | 0 | 4 | -2 | -20 | -4
TrxR1 substrate | -2% | -10% | 4%[57.1 µM] | 0% | 0% | 8%

(13) COC(=O)CCN(C(=O)c1ccc(OC(C)=O)cc1)c1ccccn1
(14) CN(C)CCN(C(=O)C1=COCCO1)c1nc2ccc(F)cc2s1
(15) Cc1ccc(C(=O)N/N=C\c2cc(Br)c(Br)o2)cn1
(16) Nc1ccc(O)c([N+](=O)[O-])c1
(17) COc1ccc(-c2nnc(N3CCC(C)CC3)c3ccccc23)cc1
(18) COc1ccc(C(=O)OCC(=O)NCC2CCCCC2)cc1F
entry no. | 13 | 14 | 15 | 16 | 17 | 18
USP1 inh | -20% | -17% | -23% | -20% | -15% | -6%
HP1b binding inh | 23% | 27% | 6% | -8% | 22% | 25%
GLS inhibitor | 0% | 1% | -2% | 40µM*! | 1% | 5%
rTrxR1 inhibitor | 2%[57.1 µM] | 4% | -18%[57.1 µM] | 7% | -9% | 17%
mIDH1 inhibitor | 8% | 4% | 22% | -2% | 3% | 4%
Pin1 inh | 3% | 11% | ? | -1% | -4% | 3%
Tb PGK inh | -4% | -2% | -6% | -3% | -9% | -10%
PI4K2A inh | 2 | 2 | 3 | -2 | -1 | -7
TrxR1 substrate | -6% | -2% | -1%[57.1 µM] | 6% | -12% | 6%

(19) Cc1ccccc1Nc1nc(CSc2nnc(-c3ccoc3C)n2C)cs1
(20) O=S(=O)(c1ccc(N2CCN(S(=O)(=O)c3ccc4c(c3)OCCO4)CC2)nc1)N1CCCC1
(21) O=C(NCC(c1cccnc1)N1CCN(c2ccccc2)CC1)c1ccc2c(c1)OCO2 (centres undefined)
(22) Cc1ccc(C(NC(=O)N2CCOCC2)=C(Cl)Cl)cc1F
(23) Cc1cn2c(=O)c(S(=O)(=O)Nc3ccc(F)cc3F)c(C)nc2s1
(24) Cn1cnc(S(=O)(=O)N2CCC(C(=O)Nc3ccc(C#N)cc3)CC2)c1
entry no. | 19 | 20 | 21 | 22 | 23 | 24
USP1 inh | -16% | -9% | -16% | -8% | -9% | -17%
HP1b binding inh | 3% | 19% | 30% | 21% | 34% | 31%
GLS inhibitor | nt | 2% | 4% | 2% | -18% | -10%
rTrxR1 inhibitor | 50µM* | 18% | 19%[57.1 µM] | 27% | 7% | 3%[57.1 µM]
mIDH1 inhibitor | 3% | -1% | 3% | -6% | -1% | 9%
Pin1 inh | 11% | 28% | -3% | 1% | -3% | 3%
Tb PGK inh | -3% | 1% | -10% | 3% | -8% | -10%
PI4K2A inh | -1 | 8 | -5 | 0 | -2 | 2
TrxR1 substrate | -7% | 14% | -6% | 5% | -4% | -5%[57.1 µM]

New compounds follow:
cpd | smiles | USP1 inh | HP1b binding inh | GLS inhibitor | rTrxR1 inhibitor | mIDH1 inhibitor | Pin1 inh | Tb PGK inh | PI4K2A inh | TrxR1 substrate
25 | CC(C)c1ccccc1OCC(=O)N1CCCCCCC1 | -13% | 31% | 2% | 13%[57.1 µM] | 4% | -3% | -8% | 3 | 10%[57.1 µM]
26 | COc1cc(C2C3C(=O)N(c4ccc(F)cc4)C(=O)C3ON2c2ccccc2)ccc1O (centres undefined) | -7% | 43% | -1% | -7% | 0% | 3% | -7% | -7 | 1%
27 | Fc1ccccc1/C=N/NC(=S)Nc1ccc(Cl)cc1Cl | -13% | 27% | 5% | -8% | 0% | 2% | 0% | -1 | -11%
28 | Cc1c(NC(=O)C2CCCN2S(=O)(=O)c2ccccc2)c(=O)n(-c2ccccc2)n1C (centres undefined) | 4% | 10% | 5% | 10%[57.1 µM] | -4% | 0% | -3% | -5 | 5%[57.1 µM]
29 | CCOc1ccc(C(=O)NCCn2cc(SCC(=O)Nc3ccccc3)c3ccccc32)cc1 | -11% | 11% | 12% | 32%[11.4 µM] | -9% | 23% | 8% | 14 | -4%
30 | COCCCNC(=O)c1ccc(Cn2c(=O)c3ccccc3n(Cc3ccccc3C)c2=O)cc1 | -24%&-17% | 16%&25% | -4%&-5% | 4% | 5%&-4% | 30%&-2% | 1% | -2&6 | -3%
31 | COc1ccc(C(CNC(=O)c2ccc(-c3nc4ccccc4s3)o2)N2CCCC2)cc1 (centres undefined) | -24% | -6% | 7% | -18% | -15% | 2% | -5% | 4 | -2%
32 | CCN(CC)C(=O)[C@H]1C[C@H](CC(=O)NCCCN(C)C)C(=O)N2CCc3c([nH]c4cc(CCC(=O)N(C)C)ccc34)[C@]12C | -23% | 27% | 6% | 24% | 3%[38.3 µM] | -10% | i | -3 | 8%
33 | COc1ccc(CCn2c(C)cc3c(c2=O)C(c2ccc4c(c2)OCO4)C(C#N)=C(N)O3)cc1OC (centres undefined) | -15% | 35%[activator] | 2% | -1% | 2% | 30%[activator] | 0% | 2 | -2%
34 | Cc1cc(NC(=O)C(C)SCC(=O)Nc2nc3c(F)cc(F)cc3s2)no1 (centres undefined) | -24% | 35% | -2% | 14% | -1% | ? | -9% | -3 | -1%
35 | COc1ccc(C(=O)Nc2ccccc2C(=O)N/N=C/c2ccccc2OC)cc1 | -3% | -12% | 3% | 11% | 6% | 21% | ? | ? | 4%[57.1 µM]
36 | Cn1c(=O)c2c(nc(Oc3cccc(O)c3)n2C)n(C)c1=O | -26% | 20% | 4% | 13%[57.1 µM] | 4% | 0% | 12% | -7 | 9%[57.1 µM]

Screening data deposited in PubChem BioAssay by National Center for Advancing Translational Sciences (NCATS).
